Screening results from PubChem BioAssay.
KCNK9 block = human KCNK9 channel inhibition; Q9NPC2; HEK293 KCNK9, FluxOR thallium flux fluorescence; stronger effect = lower value; B-score at 10 µM; 1.2% of 310,000 active; AID 488922;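 active means ratio B-score over 3 SD below the library mean, with starting fluorescence within 5 SD of its mean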;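 further: negative B-score means less thallium flux so channel inhibition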
hERG protect = compounds protecting human hERG from proarrhythmic drug block; Q12809; CHO-hERG, FluxOR thallium flux, dofetilide IC70 present; activation (rescue from dofetilide block), less the hit threshold, % at 10 µM; 0.51% of 310,000 active; AID 1511;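 active means activation above the mean of controls blocked by dofetilide plus 5 SD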;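 further: thallium influx through hERG after potassium depolarization seen as dye fluorescence rise; in these data hits start at about 4.7%; inactives centre near -7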
KCNQ1 pot = human KCNQ1 channel potentiation or activation | B-score at 10 µM | P51787 | CHO-K1 KCNQ1, thallium flux FluxOR fluorescence; stronger effect = higher value | AID 2648 | 0.35% of 310,000 active;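 active means fluorescence ratio B-score, a plate-corrected score, at least three library SD, with initial intensity B-score within 5 SD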
Target sequence (P51787 whole entry, looked up): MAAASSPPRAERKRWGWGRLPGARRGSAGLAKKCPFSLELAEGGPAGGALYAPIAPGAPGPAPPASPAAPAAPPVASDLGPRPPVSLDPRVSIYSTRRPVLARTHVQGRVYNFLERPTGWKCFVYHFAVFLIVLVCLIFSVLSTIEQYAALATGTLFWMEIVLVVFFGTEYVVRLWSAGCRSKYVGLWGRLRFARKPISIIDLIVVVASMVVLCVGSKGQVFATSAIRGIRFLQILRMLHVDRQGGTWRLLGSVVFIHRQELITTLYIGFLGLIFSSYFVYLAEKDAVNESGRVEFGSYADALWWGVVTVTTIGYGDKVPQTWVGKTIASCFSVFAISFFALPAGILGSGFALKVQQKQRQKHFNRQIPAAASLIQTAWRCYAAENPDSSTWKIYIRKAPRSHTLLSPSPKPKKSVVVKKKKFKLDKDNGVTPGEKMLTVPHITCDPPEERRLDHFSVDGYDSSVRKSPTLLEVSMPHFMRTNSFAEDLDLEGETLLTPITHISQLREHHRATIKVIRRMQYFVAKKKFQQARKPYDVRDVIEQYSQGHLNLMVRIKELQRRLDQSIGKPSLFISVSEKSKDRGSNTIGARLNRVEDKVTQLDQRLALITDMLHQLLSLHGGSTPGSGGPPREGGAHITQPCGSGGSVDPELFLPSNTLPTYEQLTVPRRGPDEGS
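Material: CHO-K1 cells stably expressing KCNQ1. Medium: assay buffer for compound exposure, DMSO matched across wells. Reagent: K+/Tl+ depolarizing stimulus. Compound dosing: single-concentration screen. Times: 37 °C overnight plating, 90-min dark dye load, 20-min compound pretreatment. Technique: FluxOR Tl+ flux fluorescence.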
KCNQ1 inh = human KCNQ1 channel inhibition. P51787. CHO-K1 KCNQ1, FluxOR thallium flux fluorescence; stronger effect = higher value. B-score at 10 µM. 1.3% of 310,000 active;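 active means compounds whose thallium flux B-score, printed positive for inhibition, exceeds three library SD while starting fluorescence stays within three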;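 further: channel opened by potassium depolarization with thallium stimulus after 20 min compound exposure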
RGS4 block = human RGS4 inhibition | P49798 | HEK293 M3R/RGS4 inducible, Fluo-4 calcium flux; stronger effect = higher value; triggered by carbachol at its EC20 | B-score at 10 µM | 0.45% of 310,000 active;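 active means B-score, a plate-corrected calcium signal, over three deviations above library mean, with baseline fluorescence within five deviations of library mean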;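 further: RGS4 expression induced by doxycycline in cells with stable M3 receptor; B-score is computed from the integrated fluorescence ratio over baseline after carbachol; higher B-score means a larger calcium signal and so more RGS4 inhibition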
TMEM16A inh = mouse TMEM16A channel inhibition, primary screen. HEK293 TMEM16A/YFP iodide influx fluorescence, ionomycin. normalized B-score (activity score, 25-100; higher = stronger inhibition) at 10 µM. 1.2% of 310,000 active. AID 588511. Q8BHY3;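 active means ratio plate-corrected score three or more library SD toward inhibition, starting fluorescence score within five deviations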;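 further: score derived from kinetic fluorescence span divided by baseline fluorescence per well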
HDAC3 inh = human HDAC3 inhibition | O15379 | recombinant HDAC3, fluorogenic peptide/trypsin coupled, fluorescence | inhibition, % at 8.3 µM | 0.15% of 320,000 active; in the data active means inhibition above about 26%, passing the limit was not always enough; inconclusive means no clear call, values can overlap the other calls
ANO1 activ = activators or potentiators of mouse TMEM16A chloride channel | 0.3% of 340,000 active | B-score at 10 µM | HEK293 TMEM16A/YFP-H148Q/I152L, iodide quench fluorescence; stronger effect = lower value;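 active means fluorescence-ratio B-score plate-corrected deviation score at least 3 library SD below zero, with starting fluorescence score within 5 deviations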;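 further: channel opened by trigger with iodide after compound preincubation; score built on the fluorescence ratio of max minus min over baseline; more negative score means more quench and so TMEM16A activation or potentiation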
KCNK3 inh = human KCNK3 channel inhibition, primary screen. O14649. 0.84% of 340,000 active. B-score at 10 µM. CHO-KCNK3 thallium flux, FluxOR fluorescence; stronger effect = lower value;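 active means B-score under library mean minus 4 SD, starting fluorescence ratio at most library mean plus 5 SD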;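 further: more negative B-score means stronger inhibition of thallium flux through KCNK3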
Target sequence (O14649 whole entry, looked up): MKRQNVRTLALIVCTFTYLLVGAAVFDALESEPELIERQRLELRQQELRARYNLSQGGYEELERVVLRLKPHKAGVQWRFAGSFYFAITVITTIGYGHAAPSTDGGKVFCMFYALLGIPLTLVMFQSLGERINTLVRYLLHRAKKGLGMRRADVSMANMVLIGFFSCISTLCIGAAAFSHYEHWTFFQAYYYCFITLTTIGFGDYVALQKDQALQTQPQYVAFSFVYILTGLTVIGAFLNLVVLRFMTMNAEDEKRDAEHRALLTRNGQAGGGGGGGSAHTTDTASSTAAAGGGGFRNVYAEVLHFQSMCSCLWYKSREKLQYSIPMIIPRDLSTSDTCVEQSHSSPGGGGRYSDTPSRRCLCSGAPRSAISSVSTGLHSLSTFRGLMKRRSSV
SKKanGAS inh = SKKanGAS growth inhibition; S. pyogenes SKKanGAS, kanamycin growth, BacTiter-Glo, 6 h; inhibition, % at 7.5 µM; 1.3% of 300,000 active; AID 1662;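 active means mean replicate score, as percent of positive control median, at least 50; inconclusive means mean below 50 but one replicate at or above 50; inactive means mean and every replicate below 50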;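 further: strain carries kanamycin resistance gene driven by streptokinase promoter and grows in 40 µg/ml kanamycin; loss of luminescence reflects streptokinase promoter inhibition or plain growth inhibition; 0% = median of DMSO wells and 100% = positive control at its reference dose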
RGS4 pot = RGS4 potentiation or activation | HEK293 M3R/inducible RGS4, carbachol calcium flux Fluo4; stronger effect = lower value | 0.92% of 310,000 active | B-score at 10 µM;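 active means B-score of the integrated calcium signal more than 4 SD below the library mean, with starting fluorescence not abnormally high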;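 further: negative B-score means reduced calcium response which marks RGS4 activation or potentiation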
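test system = M3R-expressing HEK293 line, RGS4 induced by doxycycline | probe or stimulus = carbachol at ECmax as muscarinic agonist stimulus | timing = dye loading 30 min 37 °C, buffer rest 30 min RT | signal = calcium dye Fluo4 fluorescence | evaluation = B score from integrated fluorescence ratio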
* marks the source's active call; other numbers are inactive results; i = inactive; ? = inconclusive; nt = no result given.

SMILES	KCNK9 block	hERG protect	KCNQ1 pot	KCNQ1 inh	RGS4 block	TMEM16A inh	HDAC3 inh	ANO1 activ	KCNK3 inh	SKKanGAS inh	RGS4 pot
COC(=O)N/N=C1\CCCc2ccccc21	i	-6.2	i	i	i	i	-0.5	i	i	-0.9	i
Cn1c(C(=O)OCC(=O)NCc2ccco2)cc2sccc21	i	-7.3	i	i	i	i	?	i	i	0.5	i
CCCCN(C(=O)c1cc(OC)c(OC)c(OC)c1)C1=CC2CCC(C1)N2C (stereo not drawn)	i	-8.7	i	i	i	i	-5.3	i	i	-1.3	i
Cc1ccc(C(=O)N/C(=C/C=C\c2ccccc2)C(=O)NCc2ccco2)cc1	i	-5.8	i	i	i	i	4.5	i	i	-3.1	i
O=C(CCS(=O)(=O)c1cccc2nonc12)NC1CCCCCC1	i	-5.1	i	i	i	i	-1.0	i	i	-1.4	i
CCCn1c(SCC(=O)Nc2cccc(C)n2)nnc1C(C)C	i	-5.5	i	i	i	i	6.9	i	i	-5.6	i
C=CCn1c(N)cc(=O)nc1SC(C)C(=O)Nc1ccc(C(=O)OCC)cc1 (stereo not drawn)	i	-4.3	i	i	i	i	-14.8	i	i	-4.1	i
COc1ccc(S(=O)(=O)N(C)CC(=O)NCc2cccnc2)cc1Cl	i	-9.1	i	i	i	i	5.5	i	i	nt	i
CCn1c(CCNC(=O)c2ccc(C)cc2)n[nH]c1=S	i	-7.5	i	i	i	i	4.9	i	i	0.8	i
Cc1n[nH]c(C)c1CCC(=O)N/N=C/c1c(C)[nH]c2ccccc12	i	-6.0	i	i	i	i	6.5	i	i	-1.2	i
O=C1CCc2cc(S(=O)(=O)N3CCCCC3)cc3c2N1CC3	i	-7.8	i	i	i	i	-0.8	i	i	2.7	i
COc1ccc(NC(=O)CCC(=O)N/N=C/c2ccncc2)cc1	i	-2.7	i	i	i	i	-10.4	i	i	-2.1	i
Cn1cccc1/C=N/n1c(-c2ccc(Cl)cc2)n[nH]c1=S	i	-6.6	i	i	i	i	0.7	i	i	-2.2	i
CC(C)(C)c1[nH]nc2c1C(c1ccc(OC(=O)c3ccco3)cc1)C(C#N)=C(N)O2 (stereo not drawn)	i	-5.2	i	i	i	i	54.2*	i	i	-17.3	i
COc1ccc(OC)c(C(c2nnnn2CCc2ccccc2)N2CCN(c3ccccc3)CC2)c1 (stereo not drawn)	i	-7.4	i	i	i	i	3.2	-8.48*	i	11.1	i
CCc1ccc(NC(=O)[C@H](C)NC(=O)C2CCN(C(=O)[C@@H](NC(=O)OC(C)(C)C)C(C)C)CC2)cc1	i	-9.6	i	i	i	i	-4.2	i	i	1.1	i
Cc1ccc(C(=O)Nn2cnnc2)c(Cl)c1	i	-12.3	i	i	i	i	2.0	i	i	0.9	i
Clc1ccc(COc2cccc(CNCc3ccncc3)c2)cc1	i	-33.3	i	i	i	100*	10.1	i	i	-0.4	i
CCOC(=O)C1=C(N)OC2=C(C(=O)CC(C)C2)C1c1cccnc1 (stereo not drawn)	i	-13.3	i	i	i	i	-3.2	i	i	-8.1	i
Nc1c(Cl)cc(C2=NCCn3nc4ccccc4c32)cc1Cl	i	-7.6	i	i	i	i	2.2	i	i	3.5	i
Nc1cc(CN2C(=O)c3ccccc3C2=O)cc(Cl)c1O	i	3.6	i	i	i	i	1.1	i	i	9.0	i
O=C(Nc1c(C(=O)O)[nH]c2ccccc12)NC1CCCCC1	i	-11.5	i	i	i	i	-44.2	i	i	-14.4	i
O=C(NNC(=O)c1ccccc1O)c1ccc(S(=O)(=O)Nc2ccccc2)cc1	i	-21.2	i	i	i	i	5.0	i	i	-11.1	i
O=c1c2c3c(sc2ncn1Cc1ccc(F)cc1)CCC3	i	-6.9	i	i	i	i	-0.8	i	i	6.5	i
CC(=O)c1cccc(N=C2NC(=O)CS2)c1	i	-6.7	i	i	i	i	2.6	i	i	2.5	i
CC(C)OC(=O)Nc1ccc2c(c1)N(C(=O)CCN1CCN(CCO)CC1)c1ccccc1CC2	i	-7.6	i	i	i	i	2.9	i	i	0.7	i
CCCCn1c(N)c(N(CCOC)C(=O)c2cnccn2)c(=O)[nH]c1=O	i	-14.7	i	i	i	i	-3.3	i	i	1.7	i
COc1ccccc1CNC(=O)COC(=O)c1cnccn1	i	-4.8	i	i	i	i	-2.9	i	i	-2.9	i
COc1cccc(CNC(=O)CCCn2c(=S)[nH]c3cc4c(cc3c2=O)OCO4)c1	i	-4.3	i	i	i	i	1.9	i	i	6.9	i
COC(=O)c1cccc(NC(=O)Nc2ccc(Cl)cc2Cl)c1	i	-6.8	i	i	i	i	?	i	i	-10.1	i
Nc1nc(NC(=O)c2ccc(F)cc2)ns1	i	-10.3	i	i	i	i	-3.7	i	i	-2.0	i
C=CCSc1nc(=O)n2ccccc2n1	i	-4.9	i	i	i	i	-0.7	i	i	-2.2	i
CCn1c(SCC(=O)N2CCC(C)CC2)nc2c1c(=O)n(C)c(=O)n2C	i	-3.3	i	i	i	i	2.2	i	i	-8.7	i
CC(=O)Nc1ccc(N/C=C(\C=O)c2nc3ccccc3o2)cc1	i	-2.9	i	i	i	i	4.2	i	i	-11.0	i
Cn1cnnc1SCC(=O)c1c(N)n(Cc2ccccc2)c(=O)n(C)c1=O	i	-3.2	i	i	i	i	4.3	i	i	-2.5	i
CC(C)(C)NC(=O)C(=O)NCc1ccccn1	i	-3.5	i	i	i	i	-6.0	i	i	0.1	i
Cc1ccc(-c2nc(NCc3ccco3)n(C(=O)c3ccco3)n2)cc1	i	-11.6	i	i	i	i	-0.8	i	i	-1.2	i
Cc1ccc(NC(=O)CSc2ccc(-c3ccco3)nn2)cc1	i	2.3	i	i	i	i	1.5	i	i	-12.9	i
COc1ccc(CCNC(=O)c2nonc2N)cc1	i	-10.3	i	i	i	i	6.9	i	i	-0.8	i
COCCCn1c(SCC(=O)Nc2sc3c(c2C#N)CCCC3)nnc1-c1ccncc1	i	-9.9	i	i	i	i	1.7	i	i	1.3	i
O=C(Cc1ccccc1)N[C@@H](Cc1ccc(O)cc1)C(=O)O	i	-8.2	i	i	i	nt	nt	nt	nt	5.8	i
CSc1ccc(CNC(=O)C2CCC(=O)N(Cc3cccc(F)c3)C2)cc1 (stereo not drawn)	i	-3.5	i	i	i	i	-3.4	i	i	2.6	i
COc1cc(C(=O)N2CCC(N3CCCCCC3)CC2)cc(OC)c1OC	i	-8.2	i	i	i	i	-4.5	i	i	4.7	i
COc1ccccc1NC(=O)Nc1ccccc1SC	i	-8.4	i	i	i	i	-5.3	i	i	-7.5	i
COc1cccc(/C=N/NC(=O)c2cccc(N3CCCC3=O)c2)c1	i	-1.1	i	i	i	i	-6.3	i	i	-3.3	i
CCc1ccc(NC(=O)CCC(=O)Nc2nnc(C(C)C)s2)cc1	i	-5.7	i	i	i	i	-15.0	i	i	-1.2	i
Cc1ccc(Nc2nc(N)c([N+](=O)[O-])c(NCc3ccco3)n2)cc1C	i	-14.0	i	i	i	i	10.5	i	i	60.1*	i
Cc1ccccc1C(=O)NNC(=O)c1ccncc1	i	-6.3	i	i	i	i	2.8	i	i	-2.8	i
CCCc1cc(=O)[nH]c(SCC(=O)Nc2ccccc2C#N)n1	i	-1.7	i	i	i	i	-0.4	i	i	-0.6	i
NNC(=O)COc1ccc(C2SCCS2)cc1	i	-7.2	i	i	i	i	?	i	i	18.1	i
CO/N=C(\c1ccccc1)c1cccnc1	i	-10.3	i	i	i	i	0.7	i	i	-1.7	i
Cc1cc(C)cc(C(=O)Nc2nnc(SCC(=O)N3CCCc4ccccc43)s2)c1	i	-12.5	i	i	i	i	-3.3	i	i	21.1	i
CSc1ccccc1NC(=O)Cc1ccccc1	i	-13.0	i	i	i	i	-6.0	i	i	3.2	i
COC(=O)C(NC(=O)CCc1nnc2ccc(N3CCCCC3)nn12)C(C)C (stereo not drawn)	i	-6.8	i	i	i	i	-2.5	i	i	-1.5	i
OCCNCc1cccc(Br)c1	i	-11.1	i	i	i	i	-3.5	i	i	-1.3	i
CCNC(=S)NNC(=O)c1csc(C(C)C)c1	i	-5.7	i	i	i	i	-2.2	i	i	-3.3	i
CC(C)c1ccc(S(=O)(=O)N2CCN(C(=O)C3CC3C)CC2)cc1 (stereo not drawn)	i	-12.7	i	i	i	i	5.9	i	i	-5.0	i
c1ccc(-c2ccccc2OCCOCCN2CCOCC2)cc1	i	-3.6	i	i	i	i	-2.2	i	i	-7.5	i
COc1ccc(NC(=O)c2ccc3c(c2)C(=O)N(CC2CCCO2)C3=O)cc1O (stereo not drawn)	i	-11.0	i	i	i	i	3.3	i	i	11.0	i
Cc1n[nH]c(C)c1CCNC(=O)C1CCC(=O)N(CCc2cccc(F)c2)C1 (stereo not drawn)	i	-7.6	i	i	i	i	-2.8	i	i	-14.0	i
(next part)
SMILES	KCNK9 block	hERG protect	KCNQ1 pot	KCNQ1 inh	RGS4 block	TMEM16A inh	HDAC3 inh	ANO1 activ	KCNK3 inh	SKKanGAS inh	RGS4 pot
COCCCN(C(=O)Cn1ncc2c(=O)oc3ccc(C)cc3c21)C(C)c1ccncc1 (stereo not drawn)	i	-7.3	i	i	i	i	-0.7	i	i	-1.1	i
Cc1cc(C)c(C)c(OCCCCN(C)Cc2ccccc2)c1	i	-5.8	i	i	i	i	3.0	i	i	3.3	i
CCc1cccc2c(SC(C)C(=O)NCC3CCCO3)nc(-c3ccccc3)nc12 (stereo not drawn)	i	2.1	i	i	i	i	0.0	i	i	2.0	i
Cc1ccc2c(c1)c1c(n2C)-c2[nH]ncc2CC1	i	-8.4	i	i	5.5*	i	8.2	i	i	13.8	i
CCOc1cc(C=O)cc(Br)c1OCC(=O)NCCc1ccccc1	i	-12.9	i	i	i	i	nt	i	i	-0.2	i
CCOc1ccccc1NC(=O)c1cccc(NC(=O)c2ccco2)c1	-9.38*	-3.1	i	i	i	i	1.0	i	-9.89*	-3.5	i
C=C(C)c1cccc(C(C)(C)NC(=O)Nc2nncs2)c1	i	-5.4	i	i	i	i	-3.5	i	i	2.8	i
CC(C)(Oc1ccc(Cl)cc1)C(=O)NCc1ccncc1	i	-11.6	i	i	i	i	-6.3	i	i	-1.8	i
CN1C(=O)c2ccccc2N(C)C1c1ccc(F)cc1 (stereo not drawn)	i	-3.8	i	i	i	i	-22.9	i	i	0.7	i
Cc1cc(NC(=O)C(C)SCC(=O)OC(C)C(=O)Nc2ccc(F)cc2Cl)no1 (stereo not drawn)	i	-14.8	i	i	i	i	-2.4	i	i	-4.8	i
O=C1Cc2cc(S(=O)(=O)N3CCN(c4ccccc4)CC3)ccc2N1	i	-5.5	i	i	i	i	-2.6	i	i	-0.9	i
